ATXN2 expr inh: Primary qHTS for Inhibitors of ATXN expression | hit rate 0.72% among 360,000 | HEK-293 ATXN2-luciferase reporter, luminescence, 24 h | Potency, µM (highest dose often 57 µM), for the others: top-dose activity change, negative = inhibition, usual class: inhibitors | AID 1745845, 2022; further: potency means the concentration at half of the fitted maximal effect; on the % scale 0 is the no-effect control and ±100 the full control effect; nearly all actives have a fitted effect of over 55% in size
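ATXN2-luciferase reporter cells (luciferase flanked by upstream and downstream ATXN2 gene portions) were treated 24 h at 37 °C with compounds at up to 57 uM. SteadyGlo luminescence gave expression; GF-AFC fluorescence gave viability.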
HT1080 IDH1KD tx: qHTS for induction of synthetic lethality in tumor cells producing 2HG: qHTS for the HT-1080-IDH1KD cell line. HT-1080 IDH1 knockdown viability, ATP luminescence, 48 h. Potency, µM (doses to about 46.1 µM), for the others: at the top dose activity, negative = toxicity, actives largely listed as cytotoxic. hit rate 2% among 360,000. AID 686971, 2013;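 further: potency means the concentration at half of the fitted maximal effect; 0% = DMSO wells and -100% = cell-free medium wells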
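In this qHTS, HT-1080 cells depleted of IDH1 are exposed for 48 h at 37 °C to compound titrations. Toxicity is scored from CellTiter-Glo luminescence, with DMSO as full viability and medium alone as none.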
HT1080-NT tox: qHTS for induction of synthetic lethality in tumor cells producing 2HG: qHTS for the HT-1080-NT fibrosarcoma cell line. HT-1080-NT fibrosarcoma viability, CellTiter-Glo ATP luminescence, 48 h. Potency, µM (series often up to 46.1 µM), without a hit: at the highest dose activity, negative = less viability, actives largely listed as cytotoxic. hit rate 1.6% among 360,000;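 further: NT is the 2HG producing partner of a matched IDH1 knockdown line; potency means the concentration at half of the fitted maximal effect; 0% = DMSO-treated cells and -100% = media-only wells without cells; nearly all actives have a fitted effect of over 55% in size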
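Fibrosarcoma NT cells, 750 per well in 5% FBS RPMI, were exposed to compound for 48 hours. Viability: CellTiter-Glo luminescence.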
S2 tox: Viability Counterscreen for Primary qHTS for Inhibitors of ATXN expression | S2 cells (HEK-293 line with an ATXN2-luciferase reporter) viability, CellTiter-Fluor protease fluorescence, 24 h | Potency, µM (highest dose often 56.7 µM), usual class: cytotoxic | hit rate 0.49% among 400,000 | AID 651635, 2014; further: potency means the concentration at half of the fitted maximal effect; nearly all actives have a fitted effect of over 40% in size
SW480 rereplic: A quantitative high throughput screen for small molecules that induce DNA re-replication in SW480 colon adenocarcinoma cells | SW480 DNA re-replication, Hoechst DNA content imaging, 48 h | Potency, µM (highest dose often 46.1 µM), for inactives: at the top dose re-replication activation, usual class: activators | hit rate 1.8% among 340,000; further: potency means the concentration at half of the fitted maximal effect; % of control where 0% means no effect; nearly all actives have a fitted effect of over 55% in size
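Quantitative HTS format with DMSO vehicle controls; 48 hr drug incubation at 37 C, then 40 min Hoechst staining and scanning imager measurement at 405 nm excitation.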
KB-V1 MDR tox: qHTS assay for MDR1-selective chemotherapeutics: Primary screen using the drug-selected MDR subline cells KB-V1. Potency, µM (highest dose often 46.1 µM), inactives show top-dose activity change, negative = cytotoxicity, hits mostly cytotoxic. KB-V1 MDR cells viability, CellTiter-Glo, 72 h. hit rate 3.4% among 400,000; further: potency means the concentration at half of the fitted maximal effect; on the % scale 0 is the no-effect control and ±100 the full control effect; nearly all actives have a fitted effect of over 60% in size
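Drug-selected KB-V1 cells, grown in DMEM lacking phenol red with 10% FBS, receive compound titrations; after three days at 37 degrees C, surviving cell ATP is quantified by CellTiter-Glo luminescence and responses normalized and curve-fitted.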
KB-3-1 tox: qHTS assay for MDR1-selective chemotherapeutics: Primary screen using the parental adenocarcinoma cell KB-3-1. AID 1347075, 2019. hit rate 1.4% among 400,000. Potency, µM (highest dose often 46.1 µM), for the others: at the top dose activity change, negative = cytotoxic, most hits filed as cytotoxic. KB-3-1 viability, CellTiter-Glo ATP luminescence, 72 h; further: potency means the concentration at half of the fitted maximal effect; on the % scale 0 is the no-effect control and ±100 the full control effect; nearly all actives have a fitted effect of over 60% in size
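72 h, 37 °C compound treatment of KB-3-1 parental cells; CellTiter-Glo added, 10 min, luminescence read. Data corrected against DMSO-only plates and normalized before curve fitting.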
MCF10A rereplic: A quantitative high throughput screen for small molecules that induce DNA re-replication in MCF 10a normal breast cells | MCF 10A DNA re-replication, Hoechst nuclear intensity, 48 h | Potency, µM (series often up to 46.1 µM), for the others: at the top dose activity, positive = re-replication, most hits filed as activators | hit rate 2.9% among 350,000; further: potency means the concentration at half of the fitted maximal effect; % of control where 0% means no effect; nearly all actives have a fitted effect of over 50% in size
IL1B secr inh: qHTS for Inhibitors of Inflammasome Signaling: IL-1-beta AlphaLISA Primary Screen | THP-1 LPS/ATP IL-1B secretion, AlphaLISA, 16 h; hits give low values | activity change, % at 57.5 µM | hit rate 4.7% among 360,000 | AID 743279, 2014; in the data active means activity change below about -50%; inconclusive means mostly about -30% to -49%; further: on the % scale 0 is the no-effect control and ±100 the full control effect
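THP-1 cells pretreated 1 hr with compounds (up to 57.5 uM final), then stimulated with LPS (250 ng/mL final) plus ATP (1.25 mM final); secreted IL-1B measured by AlphaLISA after 16 hr, decreased signal indicating inhibition.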
* = called active by the depositor; i = inactive; ? = inconclusive; · = no result given; [ ] = another dose, or the depositor's remark. Unless noted, the call rests on the fitted dose curve; in most records, active means well fitted curve in the direction sought with a large enough effect; inconclusive means small, poorly fitted or top-dose-only effect, or another doubt; inactive means no such curve, though single readings can be large; an effect the other way counts as inactive or inconclusive.

#1 O=C(OCCOc1ccccc1)c1cc(S(=O)(=O)N2CCOCC2)c(Cl)cc1Cl
#2 O=C(OCCOc1ccccc1)c1cc(S(=O)(=O)N2CCOCC2)ccc1Cl
#3 CCOC(=O)[C@]12CCC=C1N(Cc1ccccc1)C(=O)[C@H](CC(=O)NCCCN1CCCC1=O)C2
#4 O=C(Nc1cc(Cl)ccc1-n1cncn1)c1cc(F)cc(F)c1
#5 Clc1ccccc1CSc1nnc(C2CCNCC2)o1
#6 COc1cccc(NC(=S)NCc2ccc3c(c2)cc(C)n3C)c1
#7 N#CCCN(Cc1cccnc1)C(=O)Nc1ccc(Cl)c(Cl)c1
#8 CSc1cccc(NC(=O)Cn2cccc2)c1
compound no.	1	2	3	4	5	6	7	8
IL1B secr inh	-9	47	20	25	·	-28	-7	-15
S2 tox	?	i	i	i	i	i	i	i
HT1080 IDH1KD tx	0%	3%	17%	1%	·	-5%	-12%	-5%
KB-3-1 tox	-17%	3%	13%	-1%	2%	0%	-5%	3%
HT1080-NT tox	-1%	-5%	23%	-1%	·	-18%	-15%	5%
KB-V1 MDR tox	0%	14%	-10%	18%	9%	4%	6%	17%
MCF10A rereplic	·	-7%	·	-9%	·	0%	5%	-26%
SW480 rereplic	·	0%	·	-419%[inhibitor]	·	5%	0%	-3%
ATXN2 expr inh	·	-19%	17%	42%[activator]	-11%	·	-6%	11%

#9 CC(NC(=O)c1noc2c1CCCC2)c1ccccc1 (stereo unspecified)
#10 COc1ccc(C(=O)Nc2ccc(C(=O)Nc3cccnc3)cc2)cc1
#11 O=C(NCc1ccccc1)c1ccc(-c2ccc(F)c(F)c2)c2ccoc12
#12 Cc1c(C(=O)OCC(=O)N(C)c2ccccc2)cccc1[N+](=O)[O-]
#13 Cc1ccc(-c2csc(N3CCN(CCCn4c(C(F)(F)F)nc5ccccc54)CC3)n2)cc1
#14 Cc1ccc(S(=O)(=O)Cc2ccc(C(=O)N3CCc4ccccc4C3)o2)cc1
#15 CCOc1ccc(NC(=O)CN2C(=O)c3ccccc3C2=O)cc1
#16 CSc1ccc(CNc2ccc(C)cc2)cc1
compound no.	9	10	11	12	13	14	15	16
IL1B secr inh	0	3	-72*	2	29	-11	3	-14
S2 tox	i	i	i	i	?	?	i	i
HT1080 IDH1KD tx	-3%	-15%	-6%	1%	-8%	-4%	14%	17%
KB-3-1 tox	2%	-3%	0%	-4%	?	-2%	?	-2%
HT1080-NT tox	-2%	-22%	?	-2%	?	0%	-16%	-5%
KB-V1 MDR tox	16µM*	0%	-29%	?	-12%	-14%	?	-15%
MCF10A rereplic	-4%	?	·	-42%[inhibitor]	18%	-4%	-3%	-10%
SW480 rereplic	17%	1%	·	-24%	28%	0%	-17%	3%
ATXN2 expr inh	15%	-4%	-12%	-17%	-26%	-1%	-6%	48%[activator]

#17 Cn1c(Oc2ccccc2)nc2c1c(=O)n(Cc1ccc(Cl)cc1Cl)c(=O)n2C
#18 Cc1cccc(C(=O)Nc2ccn(C)n2)c1
#19 CC(=O)Nc1sc2c(c1C#N)CCC(C)C2 (stereo unspecified)
#20 Cn1sc(NC(=O)c2ccccc2)nc1=O
#21 CN(C)S(=O)(=O)n1cnc([C@@H]2[C@@H]3C(=O)OC[C@@H]3C[C@]23N=CN(Cc2ccccc2)C3=O)c1
#22 Cc1ccnc(N=O)c1
#23 C=CCNc1nc(NCc2ccc(NC(C)=O)cc2)c2sc(-c3ccccc3)cc2n1
#24 Cc1ccsc1C=C1C(=O)c2ccccc2C1=O
compound no.	17	18	19	20	21	22	23	24
IL1B secr inh	·	-11	5	6	18	2	?	-12
S2 tox	i	i	i	?	i	i	32µM*	i
HT1080 IDH1KD tx	·	0%	-1%	11%	16%	1%	-21%	-5%
KB-3-1 tox	-11%	-3%	-1%	5%	17%	0%	?	-2%
HT1080-NT tox	·	11%	-2%	8%	11%	-3%	18µM*	-3%
KB-V1 MDR tox	-5%	4%	0%	-1%	0%	0%	?	12%
MCF10A rereplic	·	-12%	1%	9%	10%	-40%[inhibitor]	·	9%
SW480 rereplic	·	18µM*	-3%	-4%	-11%	-1%	·	-8%
ATXN2 expr inh	-1%	2%	38%[activator]	9%	12%	28%	?	-7%

#25 Cn1nc(C(C)(C)C)cc1C(=O)N1CCC(C)(C(=O)NS(=O)(=O)C2CC2)C1 (stereo unspecified)
#26 Cc1cc(C)cc(Oc2nc(C(F)(F)F)nc3ccccc23)c1
#27 CCOC(=O)c1c(NC2=NS(=O)(=O)c3ccccc32)sc2c1CCCCC2
#28 O=C(O)c1ccc(-n2c(-c3cc(-c4ccco4)[nH]n3)n[nH]c2=S)cc1
#29 CCCCOCCCNC(=O)C[C@@H]1C[C@@]2(C(=O)OCC)CCC=C2N(Cc2cccc3ccccc23)C1=O
#30 COc1ccc(/C=N/NC(=O)c2csc(-n3nc(C)cc3C(F)(F)F)n2)cc1
#31 NS(=O)(=O)c1ccc(NC(=O)/C(=C/c2ccncc2)NC(=O)c2ccccc2)cc1
#32 COc1ccc(-c2oc3ncnc(NCCN4CCOCC4)c3c2-c2ccc(OC)cc2)cc1
compound no.	25	26	27	28	29	30	31	32
IL1B secr inh	5	12	31	13	-67*	-16	21	18
S2 tox	i	i	i	i	?	?	i	?
HT1080 IDH1KD tx	4%	?	11%	9%	?	1%	14%	-1%
KB-3-1 tox	0%	?	4%	-1%	0%	7.3µM*	19%	?
HT1080-NT tox	?	?	14%	13%	?	-8%	10%	1%
KB-V1 MDR tox	4%	?	13%	4%	-15%	0%	-4%	?
MCF10A rereplic	·	?	-1%	-2%	·	?	10%	?
SW480 rereplic	·	?	-1%	3%	·	?	-5%	8%
ATXN2 expr inh	16%	-16%	10%	1%	?	?	12%	-26%

#33 CCOc1ccc(NS(=O)(=O)c2cc(OCC(N)=O)c(C)cc2Cl)cc1
#34 CN(CC(=O)Nc1ccc(S(=O)(=O)N2CCCC2)cc1)CC(=O)Nc1cccc(F)c1
#35 O=C(Nc1cccc(NC(=O)c2ccccc2Cl)c1)c1cccs1
#36 CCN1CCc2c(sc(NC(=O)c3ccc(S(=O)(=O)N(CCOC)CCOC)cc3)c2C(N)=O)C1
#37 O=[N+]([O-])c1ccc(O)c(/C=N/Nc2ccccc2Cl)c1
#38 COc1cccc(NC(=S)N2CCN(S(=O)(=O)c3ccc(F)cc3)CC2)c1
#39 COCCCNC(=O)C(=O)NC1CCCCC1C (stereo unspecified)
#40 CC(C)Nc1ccc(-c2nc(-c3ccncc3)no2)cc1[N+](=O)[O-]
compound no.	33	34	35	36	37	38	39	40
IL1B secr inh	17	-17	-8	·	-53*	28	32	·
S2 tox	i	i	i	i	i	i	i	i
HT1080 IDH1KD tx	-4%	-16%	-6%	·	?	-19%	5%	·
KB-3-1 tox	-4%	-4%	-3%	0%	-26%	-1%	0%	-8%
HT1080-NT tox	-3%	0%	6%	·	-29%	-17%	-1%	·
KB-V1 MDR tox	-9%	-27%	-23%	0%	-28%	0%	-21%	4%
MCF10A rereplic	3%	-2%	0%	·	?	-1%	-15%	·
SW480 rereplic	?	9%	-3%	·	-4%	-8%	-48%[inhibitor]	·
ATXN2 expr inh	5%	-16%	-19%	-8%	5%	-2%	4%	17%

#41 Cc1ccccc1NC(=O)CSCCN1C(=O)c2ccccc2C1=O
#42 COc1ccc(N2CCN(Cc3cc(=O)oc4ccc(C)cc34)CC2)cc1
#43 CC1(C)N=C(SCc2ccccc2Cl)c2ccccc2N1
#44 O=C1OC(c2ccc(F)cc2)CC1CN1CCOCC1 (stereo unspecified)
#45 CC1(C)Cc2c(C#N)c(N)n(-c3ccccc3)c(=S)c2CO1
#46 COc1ccc(C2=Nn3c(nnc3-c3ccccc3OC)SC2)cc1OC1CCCC1
#47 O=C(c1ccccc1)c1nn(-c2ccc(Cl)cc2)c(=O)cc1C(F)(F)F
#48 O=C(Cc1ccccc1F)Nc1cccc(S(=O)(=O)N2CCOCC2)c1
compound no.	41	42	43	44	45	46	47	48
IL1B secr inh	6	1	·	-11	·	·	-119*	21
S2 tox	i	i	i	i	i	16µM*	?	i
HT1080 IDH1KD tx	24%	14%	·	16µM*	-3%	·	21µM*	12%
KB-3-1 tox	11%	-29%	-13%	0%	1%	2.3µM*	?	7%
HT1080-NT tox	12%	7%	·	?	1%	·	18µM*	4%
KB-V1 MDR tox	17%	2%	12%	3%	-15%	5.8µM*	18µM*	-6%
MCF10A rereplic	?	?	·	·	-18%	0.65µM*	12µM*	-16%
SW480 rereplic	5%	-8%	·	·	0%	2.3µM*	?	4%
ATXN2 expr inh	-5%	0%	7%	0%	0%	?	11µM*	-8%
